Screening data: PubChem, several laboratories
Rpn11 block: inhibitors of human proteasome Rpn11; O00487; human 26S proteasome, Ub4-pepOG fluorescence polarization; 20S core pre-blocked with epoxomicin; calls only at 20 µM; 360,000 compounds, 0.59% hits;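 active = inhibition at 20 µM, scaled to each plate's controls, above about 33%, limit read from the data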
Target sequence (O00487 whole entry, looked up): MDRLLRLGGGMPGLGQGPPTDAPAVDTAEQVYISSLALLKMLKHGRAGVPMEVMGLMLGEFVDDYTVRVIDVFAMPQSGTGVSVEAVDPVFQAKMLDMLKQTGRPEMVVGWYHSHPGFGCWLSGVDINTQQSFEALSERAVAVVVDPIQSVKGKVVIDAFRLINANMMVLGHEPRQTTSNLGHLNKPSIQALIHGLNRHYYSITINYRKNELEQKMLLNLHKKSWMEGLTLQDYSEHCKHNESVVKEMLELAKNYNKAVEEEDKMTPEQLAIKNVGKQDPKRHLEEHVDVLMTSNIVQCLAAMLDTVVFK
DNMT1 inh: inhibitors of human DNMT1 | AID 588458 | DNMT1 molecular beacon, Hinp1I cleavage, fluorescence | 360,000 compounds, 0.83% hits | inhibition (reported as % activation of signal), % at 10 µM | P26358; in the data active = inhibition above about 50%
CSN inh: CSN deneddylation inhibition. Q92905. Purified CSN, SCF-Nedd8-OG deneddylation, fluorescence polarization. inhibition, % at 12.5 µM. 360,000 compounds, 0.38% hits. AID 651999;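 active = pattern-corrected inhibition above about 35%, with an unprinted fluorescence ratio check between 0.5 and 1.5, limit read from the data, passing the limit was not always enough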;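 also: 0% = enzyme with substrate and 100% = substrate without enzyme; some results filed as inactive read as strong as hits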
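test system = HEK293T-derived human Csn5 enzyme | amount = 0.24 nM Csn5 enzyme, final concentration | medium = Tris/NaCl/DTT buffer, pH 7.5 | schedule = 90 min reaction at room temperature | signal = FP | evaluation = inhibition of Csn5 cleavage, % | compound dosing = single dose of 12.5 µM compound with 0.25% DMSO | probe or stimulus = 10 nM SCFSkp2-Nedd8OG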
SUMO1-SIM PPI: modulators of human SUMO1-mediated protein-protein interactions; 360,000 compounds, 0.33% hits; inhibition, % at 20 µM; AID 602429; P63165; SUMO1 binding to a labelled peptide, TR-FRET, 1 h; in the data active = inhibition above about 37%
PABP1 MLLE inh: blocks PAM2 peptide binding to the PABP1 MLLE domain | P11940 | GST-MLLE / FITC-PAM2 fluorescence polarization | inhibition, % at 20 µM | 360,000 compounds, 0.36% hits | AID 588489; in the data active = inhibition above about 35%, passing the limit was not always enough;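 also: plate controls were DMSO wells with GST-MLLE for no effect and wells lacking GST-MLLE protein for full effect; some results filed as inactive read as strong as hits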
Target sequence (P11940 whole entry, looked up, the tested form may be a part): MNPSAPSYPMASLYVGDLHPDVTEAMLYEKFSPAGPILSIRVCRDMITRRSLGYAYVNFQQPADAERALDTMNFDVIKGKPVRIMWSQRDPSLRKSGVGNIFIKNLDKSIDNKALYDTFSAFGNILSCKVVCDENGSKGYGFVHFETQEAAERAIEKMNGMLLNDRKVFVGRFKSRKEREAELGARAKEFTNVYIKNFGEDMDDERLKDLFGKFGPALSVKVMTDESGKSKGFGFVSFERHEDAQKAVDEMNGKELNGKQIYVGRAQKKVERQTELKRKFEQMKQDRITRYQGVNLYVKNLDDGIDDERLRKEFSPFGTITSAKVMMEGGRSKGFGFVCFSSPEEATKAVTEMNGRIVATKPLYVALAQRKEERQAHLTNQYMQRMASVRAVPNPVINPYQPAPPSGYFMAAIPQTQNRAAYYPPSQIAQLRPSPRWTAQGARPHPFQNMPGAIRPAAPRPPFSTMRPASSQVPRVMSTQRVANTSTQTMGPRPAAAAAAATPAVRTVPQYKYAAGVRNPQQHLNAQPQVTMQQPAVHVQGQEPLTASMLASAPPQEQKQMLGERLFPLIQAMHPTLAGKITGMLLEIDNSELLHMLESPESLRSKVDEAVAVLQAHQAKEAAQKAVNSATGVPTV
STEP block: STEP (human) phosphatase inhibition. P54829. 360,000 compounds, 0.25% hits. inhibition, % at 20 µM. AID 588621. recombinant STEP, OMFP fluorogenic substrate, fluorescence;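 active = inhibition at 20 µM, scaled per plate between control wells, above about 37%, limit read from the data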;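 also: 0% = DMSO with enzyme and substrate and 100% = substrate only without enzyme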
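System: isolated STEP enzyme; schedule: 20 min enzyme reaction at room temperature, protected from light; medium: Bis-Tris buffer pH 6.0, 2.5 mM DTT, 0.005% Tween 20; signal: fluorescence, 480/540 nm; dosing: single compound dose of 20 µM, 1% DMSO final; also added: OMFP substrate, 25 µM final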
NadD inh: blocks S. aureus nicotinate mononucleotide adenylyltransferase; purified NadD enzyme, colorimetric absorbance read-out; 360,000 compounds, 0.78% hits; inhibition, % at 20 µM; AID 602399; in the data active = inhibition above about 26%; also: some compounds past the cut are filed as inactive
LMPTP inh: blocks human LMPTP phosphatase; 360,000 compounds, 0.22% hits; inhibition, % at 20 µM; AID 651560; recombinant LMPTP-A, OMFP fluorogenic substrate, fluorescence intensity;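 active = compounds that cut the enzyme signal by at least half of the control window in the single-dose screen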;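 also: plate controls were DMSO wells with enzyme plus substrate for no effect and substrate without enzyme for full effect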
Target sequence (P24666 whole entry, looked up): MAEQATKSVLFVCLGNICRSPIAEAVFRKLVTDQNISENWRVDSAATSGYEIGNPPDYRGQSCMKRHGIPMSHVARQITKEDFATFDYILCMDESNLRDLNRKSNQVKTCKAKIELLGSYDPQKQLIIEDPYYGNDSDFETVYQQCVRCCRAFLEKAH
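Test system: LMPTP-A phosphatase enzyme. Amount: LMPTP-A at 0.625 nM final in the reaction. Reagent: OMFP substrate, 400 µM final. Times: 50 min at room temperature. Signal: endpoint fluorescence intensity from OMFP dephosphorylation. Read-out basis: % inhibition. Benchmarks: no-enzyme and uninhibited controls.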
TbMetRS inhib: blocks T. brucei methionyl-tRNA synthetase activity | inhibition, % at 11.9 µM | 360,000 compounds, 0.4% hits | purified T. brucei MetRS, ATP depletion, Kinase-Glo luminescence;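 active = inhibition above a per-plate cutoff of the control wells' mean inhibition plus 3 SD, cut at about 5.5% in these data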;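 also: 0% = DMSO wells median and 100% = median of wells with control inhibitor compound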
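Material – parasite MetRS enzyme · Medium – HEPES-MgCl2-KCl buffer plus DTT, spermine, BSA, pyrophosphatase · Reagent – ATP, methionine and E. coli bulk tRNA substrates · Times – 15 min enzyme-compound preincubation, 2 h reaction, 10 min detection, 25 °C · Measured by – luminescence of leftover ATP · Evaluation – percent inhibition relative to median high and low control wells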
Scp1 inh: inhibitors of human Scp-1 phosphatase | Q9GZU7 | Recombinant Scp1, phosphopeptide, malachite green phosphate absorbance | inhibition, % at 20 µM | 340,000 compounds, 0.88% hits | AID 493091;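 active = inhibition above about 50% at 20 µM, limit read from the data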;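 also: plate controls were DMSO wells with enzyme for no effect and wells lacking enzyme for full effect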
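Test system – truncated SCP-1 phosphatase (76-261aa) · Reagent – Phosphorylated 17-residue peptide substrate · Incubation – 45 min room-temperature reaction, 5 min colour, 30 min stabiliser · Detection – colorimetric phosphate reagent with accelerator and stabiliser, absorbance at 630 nm · Measure – % inhibition at 20 µM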
* marks the source's active call; other numbers are inactive results; i = inactive; nt = not tested or not shown.

SMILES | Rpn11 block | DNMT1 inh | CSN inh | SUMO1-SIM PPI | PABP1 MLLE inh | STEP block | NadD inh | LMPTP inh | TbMetRS inhib | Scp1 inh
CCn1c(C)c(P(c2ccccc2)c2ccccc2)[n+]2ccccc12 | i | 0 | -7 | 0 | 18 | 0 | -2 | -0.8 | 0.0 | 1
CCNC(=O)COc1ccc(-c2ccccc2)cc1 | i | 7 | 6 | -3 | -9 | 0 | 4 | -0.7 | -0.8 | 2
COc1ccc(NC(=O)CN(C)C(=O)c2cc(-c3ccc(C)o3)nc3ccccc23)cc1 | i | -3 | 4 | -15 | -4 | -1 | 6 | 0.0 | -0.5 | -4
CCOC(=O)c1ccc(NC(=O)N(CC)CC)cc1 | i | 1 | -1 | -2 | -7 | 0 | -3 | 2.7 | 1.5 | -13
O=C1CC(SCc2nc3ccccc3[nH]2)C(=O)N1c1ccc(F)c(Cl)c1 (stereo not given) | i | -6 | 2 | 2 | 17 | -1 | 1 | 1.1 | 29* | -9
O=C1NC2(CCc3ccccc3C2)C(=O)N1CCOc1cccc(Cl)c1 (stereo not given) | i | -3 | -4 | 1 | -12 | -1 | 3 | 1.2 | 0.1 | -12
O=C(O)CSCC(=O)Nc1cccc(C(F)(F)F)c1 | i | 0 | -1 | 0 | -3 | 1 | -1 | -0.7 | -0.7 | -1
CC1CC1C(=O)OCC(=O)Nc1ccc2[nH]c(=O)[nH]c2c1 (stereo not given) | i | -20 | -2 | 31 | -13 | 0 | 2 | 0.8 | 0.1 | 28
CC(C)C1Cc2[nH]c(=S)[nH]c(=O)c2C(c2ccc(F)cc2)O1 (stereo not given) | i | -2 | 0 | 2 | 21 | 4 | 2 | -2.7 | 0.1 | nt
NC(=O)c1ccsc1NC(=O)c1ccc2c(c1)CCCC2 | i | -13 | 5 | 7 | -18 | -1 | -4 | 3.6 | -1.5 | -15
CCOC(=O)C1=CN(Cc2cccc(F)c2)S(=O)(=O)NC1c1ccc2ccccc2c1 (stereo not given) | i | -2 | 4 | 0 | -8 | -2 | -2 | 4.0 | -1.4 | -11
CC(=O)N1CCN(C(=O)CCc2cc(C(C)(C)C)c(O)c(C(C)(C)C)c2)CC1 | i | 0 | -1 | 0 | -1 | 0 | 0 | 3.1 | -0.4 | -2
COC(=O)c1[nH]nc(-c2ccccc2)c1-c1ccccc1 | i | -1 | 3 | 2 | 10 | -2 | 1 | 0.8 | -0.2 | -11
Clc1ccc(-n2ncc3c(NCc4ccc5c(c4)OCO5)ncnc32)cc1 | i | 8 | -5 | 12 | 1 | -2 | 3 | 2.6 | -0.7 | 4
CCN(CC)C(=O)c1ccc(Oc2ccc([N+](=O)[O-])cc2Cl)cc1 | i | 5 | -1 | -28 | -12 | 12 | -3 | 1.2 | 5.9* | -2
O=C(Nc1nnc(SCC(=O)N2CCOCC2)s1)c1ccccc1 | i | -1 | -8 | 1 | -28 | 3 | -3 | -1.0 | -0.4 | 4
COc1cc(NC(=O)C2CC(c3ccccc3O)=NO2)c(OC)cc1Cl (stereo not given) | i | -4 | -3 | 13 | 1 | 2 | -8 | 3.1 | -0.5 | -5
COc1ccc(NC(=O)CN(C)CC(=O)NC2CCCCC2C)cc1 (stereo not given) | i | -3 | -1 | 0 | -6 | -3 | -1 | -0.6 | -0.1 | -7
Cc1ccc(C)c(S(=O)(=O)N2CCCCC2CCNC(=O)C(=O)NCc2cccnc2)c1 (stereo not given) | i | 1 | 0 | 0 | 8 | 0 | -8 | -0.6 | -0.5 | 6
COc1ccc(N2CCN(C(=O)CN(c3ccccc3)S(=O)(=O)c3ccc(OC)cc3)CC2)cc1 | i | 0 | 4 | 10 | -1 | 0 | -3 | 0.3 | -0.8 | -11
CC(C(O)c1cc(=O)c(OCc2ccccc2)co1)[N+](=O)[O-] (stereo not given) | i | 2 | 7 | 0 | -11 | 1 | -8 | 0.0 | -0.7 | 6
CCOC(=O)c1c(C)n(C)c2ccc(OC)c(NC(=O)CN3CCN(C(=O)c4ccco4)CC3)c12 | i | 0 | 4 | -1 | -4 | -2 | 2 | 0.8 | 0.0 | 1
O=C1C(=O)N(CCCN2CCOCC2)C(c2ccc([N+](=O)[O-])cc2)/C1=C(/O)c1ccc2c(c1)OCO2 (stereo not given) | i | -1 | 3 | -23 | 16 | -1 | 3 | -2.6 | -0.4 | -4
Cc1ccccc1S(=O)(=O)Cc1ccc(C(=O)NC2CCCC2)o1 | i | 4 | 2 | 6 | 4 | -1 | 4 | -0.3 | 0.1 | -9
O=c1[nH]c2cc3ccccc3cc2nc1C(F)(F)F | i | -2 | -11 | -21 | 41* | 3 | -1 | -2.1 | 2.0 | 8

Not a retest: an excerpt of the list.
SMILES | Rpn11 block | DNMT1 inh | CSN inh | SUMO1-SIM PPI | PABP1 MLLE inh | STEP block | NadD inh | LMPTP inh | TbMetRS inhib | Scp1 inh
O=C1C(=O)N(CCCN2CCOCC2)C(c2ccc([N+](=O)[O-])cc2)/C1=C(/O)c1ccc2c(c1)OCO2 (stereo not given) | i | -1 | 3 | -23 | 16 | -1 | 3 | -2.6 | -0.4 | -4
Cc1ccccc1S(=O)(=O)Cc1ccc(C(=O)NC2CCCC2)o1 | i | 4 | 2 | 6 | 4 | -1 | 4 | -0.3 | 0.1 | -9
O=c1[nH]c2cc3ccccc3cc2nc1C(F)(F)F | i | -2 | -11 | -21 | 41* | 3 | -1 | -2.1 | 2.0 | 8

Continued.
SMILES | Rpn11 block | DNMT1 inh | CSN inh | SUMO1-SIM PPI | PABP1 MLLE inh | STEP block | NadD inh | LMPTP inh | TbMetRS inhib | Scp1 inh
CCOC(=O)CN1Cc2cccc(C(=O)O)c2C1=O | i | 13 | -1 | 0 | 6 | 2 | -6 | -1.1 | -0.9 | 11
CCN(CC)CCCNC(=S)Nc1ccc(Br)cc1 | i | 0 | 4 | 3 | 9 | -2 | -4 | -0.6 | 0.2 | -2
CCc1ccc(CN2CCCC(CCC(=O)N3CCN(c4ccccn4)CC3)C2)o1 (stereo not given) | i | 1 | 0 | -5 | 6 | 0 | -4 | 1.1 | 1.3 | -4
O=C(O)C/C=C(\NC(=O)OCc1ccccc1)C(=O)OCc1ccccc1 | i | 5 | -5 | -5 | 2 | 0 | -5 | -2.2 | -0.6 | -6
CCOC(=O)N1CCC(=NNc2nc(C)cc(=O)[nH]2)CC1 | i | -1 | 7 | -20 | 0 | 1 | -2 | 0.2 | -0.5 | -13
Cn1c(N)c(Sc2ccccc2[N+](=O)[O-])c(=O)n(C)c1=O | i | 3 | -1 | -28 | 0 | 0 | -5 | 0.0 | -1.1 | 12
Cc1ccc(OCCCC(=O)Nc2nccs2)cc1 | i | 0 | 1 | 3 | 9 | 4 | 0 | 0.1 | 0.0 | 3
O=c1c2c(nc3cc(-c4ccccc4)[nH]n13)CCC2 | i | 0 | -1 | 3 | 1 | 2 | -4 | 0.0 | -1.7 | -13
CC1CCC(C(=O)c2c(O)c3ccccc3oc2=O)CC1 (stereo not given) | i | 5 | 1 | 4 | 2 | 1 | -2 | -0.9 | 0.0 | -9
CCOC(=O)C1(Cc2ccccc2)CCCN(C2CCCC2)C1 (stereo not given) | i | 8 | 2 | 0 | 11 | -1 | -4 | 0.6 | -0.8 | 8
C=CCN(CC=C)Cc1cc(=O)oc2cc(OC)c(Cl)cc12 | i | 1 | 2 | -3 | -38 | 3 | -3 | 0.4 | -0.6 | nt
CC(C)C(NC(=O)c1ccccc1)C(=O)OCC(=O)N1CCN(c2ccccc2)CC1 (stereo not given) | i | -1 | -1 | 3 | -37 | -1 | -2 | -0.4 | -0.3 | -9
COC(=O)c1ccccc1NC(=O)CSc1nnc(-c2cccnc2)n1C | i | 0 | 0 | 1 | -6 | 1 | -5 | -4.1 | -0.1 | -3
CCOc1ccc(N(Cc2cc3cc(OC)ccc3[nH]c2=O)S(C)(=O)=O)cc1 | i | 0 | -2 | 2 | 2 | -1 | 1 | 0.8 | -0.1 | -10
CNC(=O)CSc1nc(SC)ns1 | i | 4 | 7 | -1 | 2 | 1 | -1 | -0.8 | 0.8 | -5
CCOc1ccc(NC(=O)N2CCC(NC(=O)C(Cc3cccc(F)c3)NC(C)=O)CC2)cc1 (stereo not given) | i | 2 | -3 | -1 | 3 | 0 | -2 | -0.1 | -0.6 | 2
COc1c(C)c2c(c(O)c1C/C=C(\C)CCC(=O)O)C(=O)OC2 | i | -1 | 0 | 4 | 5 | -1 | -5 | -1.1 | -0.3 | 10
Cc1ccc(C)c(C(C)NC(=S)NC2CCCCC2)c1 (stereo not given) | i | 2 | 1 | 0 | -59 | 2 | 7 | 2.3 | -0.1 | -4
CN(C)c1ccc(C(=S)Nc2ccccc2)cc1 | i | -1 | 1 | -7 | 21 | -3 | 0 | 0.5 | 0.0 | -10
Cc1cccc(CCN2CCN=C2N(C)C)c1 | i | 1 | -5 | -6 | -2 | 1 | -4 | -1.4 | -0.3 | -5
Nc1oc2ccc(F)cc2c(=O)c1C=O | i | 6 | -8 | 1 | 6 | 1 | -2 | -0.5 | -0.7 | -4
O=C(NCCNC(=O)c1ccco1)c1cccc(F)c1 | i | 2 | -5 | 0 | 12 | 3 | 0 | -1.3 | 0.4 | -3
NC(=O)c1ccc(-c2nnn(CC(=O)N(C3CCCCC3)C3CCS(=O)(=O)C3)n2)cc1 (stereo not given) | i | 2 | -2 | 2 | 3 | -1 | 2 | -0.7 | 0.2 | -2
Cc1cc(C)n2nc(CNS(=O)(=O)c3c(F)c(F)c(F)c(F)c3F)nc2n1 | i | 5 | 8 | 5 | -6 | 2 | 2 | -0.3 | 0.0 | 0
CC(C)(O)/C=C/C(=O)[C@](C)(O)C1[C@H](O)C[C@@]2(C)C3CC=C4C(C=C(O[C@@H]5O[C@H](CO)[C@@H](O)[C@H](O)[C@H]5O)C(=O)C4(C)C)[C@]3(C)C(=O)C[C@]12C (stereo not given in full) | i | 5 | -2 | 1 | 6 | 0 | -2 | 0.6 | -0.3 | -4
Cc1ccc(C(=O)Nc2ccc(S(=O)(=O)N3CCCC3)cc2)s1 | i | 2 | 2 | 1 | 0 | -2 | -5 | -0.9 | -0.4 | -4
CC1CCCN(C(=O)Cn2nnc(-c3ccc([N+](=O)[O-])cc3)n2)C1 (stereo not given) | i | 1 | 0 | -31 | -3 | -5 | 0 | -0.9 | -0.5 | nt
